High-throughput results (PubChem)
Hsp70 inhibitors: Hsp70 inhibitors, probe displacement, primary screen, biochemical, fluorescence polarization (AID 583); Hsp70 fluorescence polarization probe displacement, mP; higher % means a stronger effect; 0.06% of 140,000 active; displacement, % at 20 µM, or IC50 in µM where a hit was titrated; in the data active means displacement above about 50%;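 further: plate controls were vehicle for no effect and reference ligand for full effect; a part of the inactive calls stands beside numbers as strong as those of hits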
MKP-3 inhibition: inhibition of rat DUSP6 enzyme activity – biochemical, in vitro, primary screen (AID 425); 0.17% of 110,000 active; recombinant MKP-3 phosphatase activity, fluorescence; higher % means a stronger effect; inhibition, % at 20 µM, or IC50 in µM where a hit was titrated; in the data active means inhibition above about 50%;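 further: plate controls were vehicle for no effect and reference inhibitor for full effect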
Starred values were filed as active, the others as inactive; . = not tested or not shown; & = joins results of further samples.

SMILES | Hsp70 inhibitors | MKP-3 inhibition
CC1=N/C(=C/c2ccc([N+](=O)[O-])cc2)C(=O)N1c1ccc(Cl)cc1Cl | 1.9% | .
Cc1cc(N2CCN(C(c3ccccc3)c3ccccc3)CC2)nc2ccccc12 | 3.3% | 0%
COc1ccccc1N1CCN(S(=O)(=O)/C=C/c2ccccc2)CC1 | -2.0% | .
Cc1cc(C)n(Cc2ccccc2F)c(=O)c1C#N | 6.4% | -1%
COc1cc2c(cc1OC)C(C(=O)NCC1COc3ccccc3O1)C(c1cccnc1)N(C)C2=O (stereo not given) | -3.9% | 6%
CCN(CC)S(=O)(=O)c1cccc(C(=O)Nc2nncs2)c1 | 1.8% | -12%
O=C(Cc1c[nH]c2ccccc12)N/N=C/c1cccc(F)c1 | 0.9% | 0%
Brc1ccc(CN2CCN(C3CCN(Cc4ccccc4)CC3)CC2)cc1 | 0.0% | 2%
Cc1ccc(C2CC(C(F)(F)F)n3nc(C(=O)N4CCN(Cc5ccccc5)CC4)cc3N2)cc1 (stereo not given) | -6.1% | 4%
CN(C)/C=C/C(=O)c1nnn(C2CCCCC2)c1NC1CCCCC1 | 4.4%&6.3% | 7%&2%
CCOc1ccc(/C=C2\SC(=S)N(NC(=O)c3ccccc3)C2=O)cc1 | 4.6% | 0%
CC(C)(C)C(=O)Oc1cc(N)n(S(=O)(=O)c2ccc(F)cc2)n1 | 3.2% | 6%
CCOCCCNC(=O)c1ccc(CS(=O)(=O)Cc2ccc(C)cc2)o1 | -3.2% | -1%
COn1c(C)c(C)c2c3nonc3ccc21 | -3.1% | 87%*
Cc1ccc(N(Cc2ccc(C(=O)NC(C)(C)C)cc2)S(C)(=O)=O)cc1C | 1.1% | 3%
CCN(CC)c1ccc(/C=N\NC(N)=O)cc1 | -2.3% | -5%
Cc1nc(C)c(C(=O)Nc2ccc(C)c(F)c2)o1 | -6.8% | 5%
CC1CN(c2cc(-c3ccccc3)c3ccccc3n2)CC(C)O1 (stereo not given) | 4.8% | .
CCOCc1nnc(NC(=O)COC)s1 | -1.0% | -8%
CCc1ccc(NC(=O)CSc2nnc(Cc3cccn3C)n2-c2ccc(OC)cc2)cc1 | -4.9% | 7%
CCOC(=O)c1cc(CC)sc1NC(=O)c1cc(OCC)c(OCC)c(OCC)c1 | 0.2% | .
Cc1ccc2cc(CCNS(=O)(=O)c3ccc(F)cc3)c(=O)[nH]c2c1 | 0.8% | 2%
O=C(c1cccc(Cl)c1)N1CCN(C2CCN(Cc3ccccc3)CC2)CC1 | 2.1% | 1%
CCOC(=O)N1CCC(NC(=O)c2ccc(OC)c(CN3CC(=O)N4CCCC4C3=O)c2)CC1 (stereo not given) | -2.0% | -2%

Compound profiles, from the list above:
Profile of CCOC(=O)c1cc(CC)sc1NC(=O)c1cc(OCC)c(OCC)c(OCC)c1 : Hsp70 inhibitors = 0.2%; MKP-3 inhibition = .
Profile of COn1c(C)c(C)c2c3nonc3ccc21 : Hsp70 inhibitors = -3.1%; MKP-3 inhibition = 87%*

Entries listed above shown as hits in MKP-3 inhibition.
SMILES | Hsp70 inhibitors | MKP-3 inhibition
COn1c(C)c(C)c2c3nonc3ccc21 | -3.1% | 87%*

Other entries follow:
SMILES | Hsp70 inhibitors | MKP-3 inhibition
O=c1c([N+](=O)[O-])c(N2CCN(Cc3ccccc3)CC2)c2ccccc2n1-c1ccccc1 | -0.9% | 3%
COC(=O)CSc1nnc(CNC(=O)c2cccs2)n1-c1cccc(C)c1 | 5.3% | -4%
COc1ccc(CNC(=O)C(c2ccco2)N(C(=O)c2csnn2)c2cccc(C)c2C)cc1 (stereo not given) | -1.6% | .
COc1ccccc1C(=O)N1CCN(c2nc3ccc([N+](=O)[O-])cc3s2)CC1 | 4.6% | 1%
CCC(C)NC(=O)C1(C)CCC(=O)N1CCc1ccc(OC)c(OC)c1 (stereo not given) | -1.2% | -3%
N#C/C(=C1\NC2(CCCCC2)Cc2ccccc21)c1ccccc1 | -0.9% | 4%
Cc1cccc(C)c1OC(=O)CSc1nnc(-c2ccccc2O)o1 | 4.7% | .
CCCOc1ccc(-c2nc(C#N)c(N3CCN(C)CC3)o2)cc1 | -4.7% | -5%
Cc1ccc(S(=O)(=O)NCCCCCC(=O)Nc2ccccn2)cc1 | 0.4% | .
COc1cc(C)c(S(=O)(=O)Nc2ccccc2F)cc1C | -0.8% | -7%
Cc1ccc(CC(=O)N2CC(C)OC(C)C2)cc1 (stereo not given) | 0.7% | .
CSc1nc(-c2ccco2)nn1C(=O)c1ccc(C)cc1 | 8.6% | 2%
Cc1ccc(N2C(=O)C3C4C=CC(C5CC45)C3C2=O)cc1Cl (stereo not given) | 1.2% | 4%
C/C(=N\NC(=O)C1(C)CC1(Br)Br)c1ccncc1 (stereo not given) | 5.5% | 0%
CC(=O)C1C(c2ccc(C)cc2)c2c(n[nH]c2C)CC1(C)O (stereo not given) | 4.0% | .
N#Cc1c(N)c(C(=O)c2ccccc2)n2c1CCCC2 | 2.9%&-4.6% | -4%&0%
O=C(OCn1nnc2ccccc2c1=O)c1cc2ccccc2o1 | 3.2% | -7%
O=[N+]([O-])c1ccc(-n2ncnc2-c2cccc(Br)c2)c(Cl)c1 | 0.5% | 0%
O=C(CN1CCN(C(=O)c2ccccc2)CC1)Nc1ncc(Br)cc1Br | 0.3% | -10%
CN(C)c1ccc(C(C(=O)NC(C)(C)C)N(C(=O)c2csnn2)C2CC2)cc1 (stereo not given) | 0.8% | -4%
CC(C)OC(=O)CN1C(=O)c2ccccc2C1=O | -3.1% | -7%
CCc1ccc(C(=O)NC(C(=O)O)C(C)C)cc1 (stereo not given) | 1.2% | .
CC1(C)Cc2c(sc3nc(SCC(N)=O)n(CCc4ccccc4)c(=O)c23)CO1 | 3.8% | 1%
CCOc1ccc(C(=O)NCCN(C)C)cc1 | 2.5% | -8%
O=C(NCCO)c1cc2ccccc2c(=O)s1 | -0.5% | 2%
CN1C(=O)CSC1=Nc1ccc(Br)cc1 | 3.9% | 3%
O=C1NN(c2ccc(Cl)c(Cl)c2)C(=O)/C1=C/c1cc([N+](=O)[O-])ccc1O | -2.9% | 0%
O=C(NC(c1ccccc1)c1ccccc1)c1ccc(S(=O)(=O)C(F)F)cc1 | -0.2% | .
COc1cc([N+](=O)[O-])ccc1NC(=O)COc1ccccc1C(C)(C)C | 2.1% | 2%
O=C(O)c1ccc(COc2cccc(CO)c2)cc1 | -0.6% | 3%
CCOc1ccccc1NC(=O)CN(c1cc(C)cc(C)c1)S(=O)(=O)c1c(C)noc1C | -4.1% | 3%
CC(=O)OC[C@H]1O[C@@H](n2ccc(=O)[nH]c2=S)C(OC(C)=O)C1OC(C)=O (stereo not given in full) | 0.0% | -7%
O=C(OCCNc1ncc(C(F)(F)F)cc1Cl)c1ccc(S(=O)(=O)N2CCOCC2)cc1 | 1.5% | 2%
CCN(CC)CCCCCOc1ccc(OC)cc1 | -0.1% | 0%
COc1ccc(S(=O)(=O)Nc2ccc(C(N)=O)cc2)cc1 | 0.6% | 1%
Cn1cnnc1SCc1cccc(Br)c1 | 4.0% | .
CC(C)CN(Cc1c(O)ccc2c3c(c(=O)oc12)CCC3)CC(C)C | -0.2% | .
CCOc1ccc(NS(=O)(=O)c2cc(-c3nnnn3C)ccc2OC)cc1 | -6.9% | 4%
CS(=O)(=O)N1CCN(c2ccccc2NC(=O)CSc2ccc(Cl)cc2)CC1 | 1.2% | -5%
CC(=O)c1cccc(NC(=O)/C(=C\c2cccnc2)NC(=O)c2ccc(C)cc2)c1 | 2.7% | 0%
CCOc1ccc(C=Nc2cccc3ncccc23)cc1 | 3.8% | 27%
COCCn1cc(C(=O)NCCCN2CCC(C)CC2)c2c3ccccc3n(C)c2c1=O | 5.2% | -3%
CC(C(=O)Nc1cccnc1)N1C(=O)c2ccccc2C1=O (stereo not given) | -0.1% | -8%
O=C(NCc1ccco1)Nc1ccccc1Cl | -4.5% | -13%
Cc1ccc(N(Cc2ccc(C(=O)Nc3cccc(Br)c3)cc2)S(C)(=O)=O)cc1C | -0.7% | -4%
COc1ccc(/C=C/C(=O)Nc2nc(C)c(C)s2)cc1OC | -0.1% | 0%
CCC(C(=O)OC)n1cnc2c(nnn2-c2cccc(Cl)c2)c1=O (stereo not given) | -0.1% | 3%
COC(=O)c1ccc(CNC(=O)CSc2nc3sc(C)c(C)c3c(=O)n2C)o1 | 1.5% | -1%

Exported as tab-separated lines: two of the compounds above
SMILES	Hsp70 inhibitors	MKP-3 inhibition
CCOc1ccc(NS(=O)(=O)c2cc(-c3nnnn3C)ccc2OC)cc1	-6.9%	4%
CC(C)CN(Cc1c(O)ccc2c3c(c(=O)oc12)CCC3)CC(C)C	-0.2%	.

Next section
SMILES | Hsp70 inhibitors | MKP-3 inhibition
N#CC(C#N)=C1C(=O)Nc2ccc(Br)cc21 | -136% | -1%
O=C1NC(=O)N(c2cccc(F)c2)C(=O)/C1=C/c1ccc(Sc2ccccc2)o1 | -3.6% | 7%
CCN(CC)CCCCOc1c(OC)cccc1OC | 4.1% | 4%
COc1ccc(C2C3=C(CCCC3=O)Nc3nc(-c4cc(OC)c(OC)c(OC)c4)nn32)cc1OC (stereo not given) | 7.5% | 7%
CC(C)(C)N=CC(C=NC(C)(C)C)[N+](=O)[O-] (stereo not given) | 1.9% | 3%
CN1C(=O)/C(=C\c2cccc(OCc3ccc(Cl)cc3Cl)c2)SC1=S | 4.5% | 2%
CN1CCC(OC(=O)COc2ccc(C(C)(C)C)cc2)CC1 | -5.7% | 0%
Cc1cccc(C(=O)O)c1NC(=O)c1ccc(F)cc1 | -4.5% | -6%
Nc1ccc2c(c1)CCC2=O | -13% | .
Cc1ccc(OCC(=O)Nc2cccc3nsnc23)c(C)c1 | 1.0%&0.6% | -8%
COc1ccc(C)cc1NC(=O)C(C)Oc1ccc(Cl)cc1C (stereo not given) | -0.8% | 5%
O=C(Nc1ccc(F)cc1)N1CCN(C/C=C/c2ccccc2)CC1 | 6.0% | -3%
Cc1nc2ccccc2c2nc3ccccc3n12 | -0.7% | -7%&-3%
COc1cc(OC)cc(-c2nc3cc(C)ccc3o2)c1 | -1.2% | 1%
COC(=O)c1cc(NC(C)=O)c(C)c(NC(C)=O)c1[N+](=O)[O-] | 0.6% | 1%
O=C(NC(C(=O)N1CCCC1C(=O)O)=C1CCCCC1)c1ccccc1 (stereo not given) | 1.9% | 4%
Cc1ccc2[nH]c(=O)c(CNC(C)(C)C)cc2c1 | -2.4% | -5%
Cc1nn2c(NCCCN(C)C)c3c(nc2c1-c1ccccc1)CCC3 | 7.1% | .
CCOC(=O)C(=CNc1ccc(C(=O)OC)cc1)C(=O)OCC | 1.9% | 3%
Cc1ccc(S(=O)(=O)N(C)CCCC(=O)Nc2ccc(F)cc2)cc1 | -1.3% | 5%
C#CCOc1c(Br)cc(/C=C2\C(=O)NC(=O)N(c3cc(C)cc(C)c3)C2=O)cc1OC | 0.6% | 2%
N#Cc1c2n(c3c(=O)n(Cc4ccc(Cl)cc4)cnc13)CCCCC2 | 2.3% | -8%
Cn1c(-c2cc3ccc(O)c(CN4CCOCC4)c3oc2=O)nc2ccccc21 | 1.5% | 1%
O=C(COC(=O)c1cccs1)NCCN1C(=O)CSC1=O | 0.7% | -4%
COc1ccccc1N1CCN(C(=O)C2CCN(S(=O)(=O)c3ccccc3)CC2)CC1 | 4.1% | 9%
O=C1CSC(=O)N1CNc1ccccc1Cl | -2.9% | 1%
Cc1ccc(C)c(NC(=O)/C=C\C(=O)O)c1 | 1.3% | 1%
CCc1ccccc1NC1=NCC(=O)N1Cc1ccccc1 | 3.3% | -4%
CC1CCN(C(=O)c2ccccc2)CC1 | 6.2% | -5%
CCn1c(C(O)c2cc(OC)ccc2OC)nc2ccccc21 (stereo not given) | -2.9% | -3%
O=C(Cn1[nH]c(=O)c2ccccc2c1=O)Nc1ccc2c(c1)CCC2 | 0.9% | -11%
CCCNS(=O)(=O)c1ccc(CCC(=O)N2CCC(C)CC2)cc1 | 3.9% | 1%
COc1ccccc1CNC(=O)C1CCCN1S(=O)(=O)c1cccc2cccnc12 (stereo not given) | -1.1% | -3%
COc1ccc(OC)c(N2Cc3ccccc3C2)c1 | 2.7% | .
NS(=O)(=O)c1ccc(CNC2CC(=O)N(CCc3ccccc3)C2=O)cc1 (stereo not given) | -0.4% | 0%
CCn1nccc1C(=O)Nc1ccc(Cl)c(Cl)c1 | 0.3% | .
CCCCc1c(C)nc(N/N=C/c2ccc(OC)c(OC)c2)[nH]c1=O | 0.4% | -3%
O=C(NCc1ccccc1F)C1CCCN1C(=O)NC1CCCCC1 (stereo not given) | 4.1% | .
COc1ccccc1/C=C1\SC(=O)N(CCC(=O)Nc2ccc(S(=O)(=O)Nc3nccs3)cc2)C1=O | 3.4% | 0%
COc1c(Cl)cc(Cl)cc1/C=C1\SC(NC(C)=O)=NC1=O | -1.3% | 2%
COc1cc2[nH]c(=S)n(N(C(C)=O)C(C)=O)c(=O)c2cc1OC | -2.4% | .
COCCn1c(C)cc(C(=O)CSc2nnc3ccccn23)c1C | -9.3% | -8%

Shown with each value named: entries from further up
O=C(NCc1ccccc1F)C1CCCN1C(=O)NC1CCCCC1 (stereo not given)
  Hsp70 inhibitors: 4.1% | MKP-3 inhibition: .

COc1ccccc1/C=C1\SC(=O)N(CCC(=O)Nc2ccc(S(=O)(=O)Nc3nccs3)cc2)C1=O
  Hsp70 inhibitors: 3.4% | MKP-3 inhibition: 0%

COc1c(Cl)cc(Cl)cc1/C=C1\SC(NC(C)=O)=NC1=O
  Hsp70 inhibitors: -1.3% | MKP-3 inhibition: 2%

COc1cc2[nH]c(=S)n(N(C(C)=O)C(C)=O)c(=O)c2cc1OC
  Hsp70 inhibitors: -2.4% | MKP-3 inhibition: .

These rows are one share of the data; count on the stated rates, not on these rows.
